# TLR4 MyD88 comp: TLR4-MyD88 interaction inhibition in cells; O00206+Q99836; HeLa CL3-4 TLR4/MyD88 BLA complementation, FRET ratio; inhibition, % at 8.4 µM; 0.18% of 200,000 active; in the data active means inhibition above about 25%;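 further: 0% = vehicle and 100% = reference inhibitor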
# Target sequence (O00206 whole entry, looked up): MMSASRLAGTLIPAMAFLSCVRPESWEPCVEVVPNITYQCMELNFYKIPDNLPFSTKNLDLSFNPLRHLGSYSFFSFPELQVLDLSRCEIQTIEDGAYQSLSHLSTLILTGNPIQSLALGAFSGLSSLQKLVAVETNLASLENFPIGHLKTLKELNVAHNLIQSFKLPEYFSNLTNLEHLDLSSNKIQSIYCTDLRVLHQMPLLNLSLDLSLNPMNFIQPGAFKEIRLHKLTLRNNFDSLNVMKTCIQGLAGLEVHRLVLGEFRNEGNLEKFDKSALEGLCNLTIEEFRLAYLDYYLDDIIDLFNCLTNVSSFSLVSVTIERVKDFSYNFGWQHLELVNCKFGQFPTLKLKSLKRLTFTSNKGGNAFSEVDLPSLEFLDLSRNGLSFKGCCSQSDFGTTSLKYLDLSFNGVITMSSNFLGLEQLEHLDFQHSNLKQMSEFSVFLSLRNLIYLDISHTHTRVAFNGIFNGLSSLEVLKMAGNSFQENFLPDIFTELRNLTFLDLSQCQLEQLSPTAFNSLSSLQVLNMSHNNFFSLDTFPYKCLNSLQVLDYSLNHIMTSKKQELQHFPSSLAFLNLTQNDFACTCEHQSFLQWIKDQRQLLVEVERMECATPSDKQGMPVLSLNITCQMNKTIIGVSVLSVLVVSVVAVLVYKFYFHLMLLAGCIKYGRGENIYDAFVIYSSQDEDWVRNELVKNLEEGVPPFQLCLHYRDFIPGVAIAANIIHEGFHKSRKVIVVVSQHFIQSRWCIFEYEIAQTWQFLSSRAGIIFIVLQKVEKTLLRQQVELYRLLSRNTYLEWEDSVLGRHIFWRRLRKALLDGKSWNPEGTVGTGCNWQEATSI
# Target sequence (Q99836 whole entry, looked up): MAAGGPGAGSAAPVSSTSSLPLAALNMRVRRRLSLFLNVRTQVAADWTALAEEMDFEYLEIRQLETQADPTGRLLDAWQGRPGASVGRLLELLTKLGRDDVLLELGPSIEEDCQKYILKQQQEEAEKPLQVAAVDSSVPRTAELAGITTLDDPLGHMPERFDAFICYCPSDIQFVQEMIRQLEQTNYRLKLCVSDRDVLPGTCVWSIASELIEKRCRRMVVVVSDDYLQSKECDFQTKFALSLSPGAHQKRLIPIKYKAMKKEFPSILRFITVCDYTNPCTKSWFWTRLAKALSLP
# Diaphorase inh: counter-screen for diaphorase-based assays: diaphorase inhibitors and chemical oxidizers | diaphorase resazurin-to-resorufin fluorescence, NADH, 16 min; bacterial (C. kluyveri) enzyme, not human | inhibition, % at 20 µM | 0.69% of 190,000 active;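 active means primary screen inhibition at 20 µM above a set limit, cut at about 50% in these data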;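 further: plate controls were DMSO with full reaction for no effect and wells lacking NADH for full effect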
#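 Test system: bacterial diaphorase enzyme (C. kluyveri); Quantity: 0.14 U/mL diaphorase, enzyme working solution; Times: reaction incubation of 16 min at room temperature; Measured by: fluorescence of resorufin formed from resazurin, Ex 544/Em 590 nm; Benchmarks: positive control minus NADH, DMSO neutral control.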
# STAT1 inh: STAT1 signaling inhibition. 0.35% of 200,000 active. NIH 3T3 STAT1-luciferase reporter, IFN-gamma, luminescence. inhibition, % at 5.5 µM. AID 920;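 active means inhibition above a set limit, the mean inhibition across all tested compounds plus 3 SD, cut at about 34% in these data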;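 further: 0% = IFN-gamma with DMSO and 100% = IFN-gamma with 300 µM nifuroxazide; values of inactives mirror those of a sister screen read the other way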
# G6PDH CS: counter-screen for G6PDH assay hits: L. mesenteroides G6PDH inhibition; AID 1020; inhibition, % at 5 µM; 0.12% of 200,000 active; Purified L. mesenteroides G6PDH, diaphorase/resazurin coupled fluorescence, 45 min; in the data active means inhibition above about 50%
# Diaph act CS: counter-screen for diaphorase-based assays: diaphorase activators and chemical reducers | Diaphorase/resazurin coupled assay, resorufin fluorescence, 16 min; active compounds read high; 1 = vehicle wells, 0 = NADH-free wells | activation factor at 20 µM | AID 1229 | 0.005% of 190,000 active;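 active means diaphorase activity raised at least twofold by the compound at 20 µM; inactive means activation factor below 2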
#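 test system = bacterial diaphorase enzyme (C. kluyveri) | quantity = enzyme 0.07 U/mL final | reagent = NADH substrate 0.114 mM plus resazurin dye 0.1 mM, final | incubation = 16 min enzyme reaction, ambient temperature | buffer or medium = HEPES pH 7.4 buffer with MgCl2 and Tween 20 | signal = fluorescence of resorufin, 544 nm excitation, 590 nm emission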
# STAT3 inh: STAT3 signaling inhibition | 0.89% of 190,000 active | inhibition, % at 5.5 µM | U3A cells, IL-6 STAT3-luciferase reporter, luminescence; host cell line lacks STAT1 | AID 862;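 active means inhibition above the mean inhibition across all screened compounds plus 3 SD, cut at about 44% in these data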;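 further: 0% = DMSO only wells and 100% = 100 µM nifuroxazide control wells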
# APP 5UTR inh: APP translation inhibition | SH-SY5Y APP 5'UTR-luciferase reporter, luminescence | inhibition, % at 2 µM | 0.82% of 190,000 active | AID 1285;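 active means inhibition above a set limit, derived from the sample mean plus 3 SD, cut at about 45% in these data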; further: values of inactives mirror those of a sister screen read the other way
# STAT1 act: increases IFN-gamma driven STAT1 reporter signal; 2.6% of 200,000 active; AID 932; NIH 3T3 STAT1-luciferase reporter, luminescence; 100% = IFN-gamma alone, no compound; activation (% of control), % at 5.5 µM;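 active means activation above the screen-wide mean activation plus 3 SD, cut at about 130% in these data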;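 further: raw ratio to IFN-gamma control signal so 100% means no change and 0% no light; values of inactives mirror those of a sister screen read the other way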
# Hsp70 act: switches on Hsp70 transcription | HeLa Hsp70 promoter luciferase reporter, luminescence; scaled: vehicle 0, proteasome-inhibitor control 100% | 0.04% of 200,000 active | activation, % at 10 µM | AID 1203;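 active means activation above the mean across all tested compounds plus 3 SD, cutoff set per campaign, cut at about 5.5% in these data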;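 further: 100% = MG132 at 30 µM as the positive control and 0% = DMSO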
# STAT3 act: increases IL-6 driven STAT3 reporter signal; U3A cells, IL-6 STAT3-luciferase reporter, luminescence; 100% = signal with IL-6 EC80 alone; activation (% of control), % at 5.6 µM; 0.91% of 190,000 active; AID 871;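 active means activation above the screen-wide mean of compound activation plus 3 SD, cut at about 130% in these data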;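 further: 0% = background luminescence of wells with medium and substrate only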
#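 Test system: Human STAT1-deficient U3A cells with stable STAT3-luciferase reporter | Also added: Interleukin-6, 33 ng/mL | Timing: Compound pre-incubation 1 h before IL-6, then 6 h stimulation at 37 °C | Technique: Luciferase reporter luminescence | Read-out: Percent of IL-6-only median luminescence | Benchmarks: IL-6-only wells as 100% reference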
# * hit, by the source's call; . = no result given.
# Each structure is followed by: TLR4 MyD88 comp	Diaphorase inh	STAT1 inh	G6PDH CS	Diaph act CS	STAT3 inh	APP 5UTR inh	STAT1 act	Hsp70 act	STAT3 act
> CCN(Cc1ccccc1)C(=O)C1CCN(CC2CC=CCC2)CC1 (configuration not stated)
 : -5	0	2	-10	1	-5	4	98	-0.4	102
> COC(=O)CN1C(=S)N(C)C(=O)/C1=C/c1cccs1
 : -3	0	5	10	1	26	-1	95	-0.2	84
> CC(/C=C/c1ccco1)=N\NC(=O)c1cc(C)[nH]n1
 : -6	16	-15	-27	0.8	10	1	106	0.1	99
> COc1ccc(/C(N)=N/OC(=O)C2CCC(=O)N2S(=O)(=O)c2ccc(C)cc2)cc1 (configuration not stated)
 : -5	12	8	2	0.9	18	-17	93	-0.4	87
> OC(CCN1CCC2(CC1)OCCO2)C(F)(F)F (configuration not stated)
 : 11	5	-6	8	0.9	3	9	104	-0.3	103
> C/C(Cn1nc([N+](=O)[O-])cc1C)=N\NC(=O)c1ccc(C(C)(C)C)cc1
 : 12	6	-1	4	0.9	14	2	101	-0.1	94
> C=CCn1c(COc2ccccc2C)nnc1SCC(=O)O
 : 2	3	2	2	1	8	8	98	-0.4	97
> CC(=O)O/N=C/c1c(C)c(C=O)n2ccccc12
 : -7	21	0	0	0.8	9	-27	100	-0.1	92
> COc1ccccc1-c1nnc(-c2ccc(N3CCOCC3)cc2)o1
 : -8	2	-30	-2	1	14	-26	127	0.0	91
> COc1ccccc1N(CN1CCCC1=O)C(=O)c1ccccc1F
 : -9	0	5	11	1	-2	-8	95	0.6	104
> CCC(=O)Nc1c(-c2ccc(OC)cc2)c(=O)c2ccccc2n1C
 : 2	16	5	-2	0.8	-11	0	96	-0.3	114
> COc1nc(N(C#N)CC(N)=O)nc(N2CCCC2)n1
 : 13	2	0	10	1	-14	-11	100	-0.1	115
> CCN1C(=O)C2C(c3cccc(F)c3)NC(CC)(C(=O)OC)C2C1=O (configuration not stated)
 : -9	9	5	5	0.9	9	2	96	-0.1	94
> O=C(c1ccccc1NS(=O)(=O)c1cccs1)N1CCOCC1
 : 18	3	8	5	1	-33	5	90	-0.4	131
> Cc1cc(NC(=O)CSc2nnc(C)n2-c2ccccc2C)no1
 : 18	10	3	8	0.9	0	-26	98	0.0	104
> CC(=O)N1CCCc2cc(S(=O)(=O)NC(C(=O)NC3CCCCC3)C(C)C)ccc21 (configuration not stated)
 : -9	2	8	-4	1	5	-8	92	-0.2	103
> Cc1cc(Br)c2c(c1)/C(=C/C(=O)c1cccs1)C(=O)N2
 : 22	10	6	-10	0.9	12	7	92	-0.1	94
> COc1ccc(C(C)=O)cc1CSc1nc2cc(Cl)ccc2o1
 : 7	17	-4	3	0.8	18	1	104	-0.2	86
> Cc1cc2nc(C3CCN(C(=S)NCC(C)C)CC3)[nH]c2cc1C
 : -7	26	0	-2	0.7	-3	0	100	-0.2	102
> Cc1cc(C)c(S(=O)(=O)n2ccc3ccccc32)c(C)c1
 : 14	8	-1	6	0.9	0	3	101	-0.4	105
> COC(Cn1c(C)c(C(C)=O)c(C(C)=O)c1C)OC
 : -23	11	3	4	0.9	5	-5	98	-0.2	100
> CCC(=O)Oc1ccc(NC(=O)CSCc2ccccc2)cc1
 : 11	1	-20	10	1	0	-43	115	0.2	104
> Fc1ccccc1NC(=S)NCCc1ccccc1
 : -14	5	-13	12	0.9	12	-34	112	-0.2	91
> O=C(CSc1nnc(-c2ccc(Cl)cc2)n1Cc1ccco1)Nc1ccc2c(c1)OCCO2
 : 1	33	-5	10	0.7	1	23	104	0.0	105
> Cc1nnc(C)n1/N=C/c1cccs1
 : -8	7	5	13	0.9	1	2	95	-0.4	103
> O=C1C2C3C=CC(C4CC34)C2C(=O)N1Cc1ccccc1 (configuration not stated)
 : 4	-7	-7	-4	1.1	-1	11	105	0.2	105
> Cc1ccc2oc(=O)n(CCOc3ccccc3Cl)c2c1
 : -9	16	-7	-3	0.8	16	-10	106	-0.3	91
> COc1cccc(CN(CC(=O)NCC2CCCO2)C(=O)CCC(=O)Nc2cc(C)on2)c1 (configuration not stated)
 : -5	9	-1	2	0.9	8	-1	101	0.1	97
> COc1ccc(NC(=O)CN2C(=O)CSC2=O)cc1
 : -2	15	-14	7	0.9	-3	-10	111	-0.1	104
> COC(=O)/C(=C1/Oc2ccc(C(C)(C)C)cc2S1)C(F)(F)F
 : -29	17	-3	4	0.8	-5	-69	103	-0.2	106
> Cc1nc2ccccc2cc1C(=O)N/N=C/c1ccc([N+](=O)[O-])cc1
 : -8	2	7	13	1	16	14	94	0.0	90
> COC(=O)c1nn(-c2ccc(OC)cc2)c(=O)cc1Oc1cccc(Cl)c1
 : -2	6	-2	1	0.9	8	.	102	-0.5	98
> Cc1cc(NS(=O)(=O)c2ccc(NC(=O)Nc3cccc(Cl)c3)cc2)no1
 : 6	9	5	6	0.9	2	6	95	0.0	102
> Cc1ccc(-c2csc(NC(=O)C3CCN(S(=O)(=O)c4cccs4)CC3)n2)cc1
 : -10	27	13	-10	0.7	79*	19	90	-0.1	36
> CCn1c(=O)cc(SCC(=O)NCc2ccc(C)cc2)c2ccccc21
 : -1	0	7	6	1	19	6	93	-0.3	86
> Cn1c2c(c(=O)n(C)c1=O)C(c1ccccc1OC(F)F)C1=C(CCCC1=O)N2 (configuration not stated)
 : -9	.	-3	.	.	17	5	103	-0.3	89
> Cc1cc2c(c(SCC#N)n1)C(=O)OC2
 : -15	0	2	0	1	14	-6	99	-0.2	94
> O=C(CSc1ncn[nH]1)Nc1ccccc1-c1ccccc1
 : 6	7	0	-3	0.9	2	8	100	-0.2	102
> CCCCNC(=O)CCC(=O)Nc1ccc2nc(N3CCOCC3)cc(C)c2c1
 : -17	6	-16	8	0.9	-7	-19	114	-0.2	109
> CCOC(=O)N1CCN(C2CC(=O)N(c3ccc(F)cc3)C2=O)CC1 (configuration not stated)
 : -9	6	1	-4	0.9	3	-4	100	-0.4	103
> Cc1cc(C)n2nc(Cc3ccccc3)nc2n1
 : 0	7	-10	1	0.9	0	7	116	0.0	102
> Cc1cc(Cl)nc(-c2ccccc2)n1
 : 3	12	-8	8	0.9	13	-6	105	0.2	91
> Cn1c(=O)c([N+](=O)[O-])c(NCCc2ccccc2)c2ccccc21
 : -4	15	-5	-15	0.9	10	-2	105	-0.4	92
> Nc1c(S(=O)(=O)c2ccccc2)nnn1-c1ccccc1
 : 21	12	8	-3	0.9	9	-20	93	-0.2	96
> N/C(=N\O)c1ccc(NC(=O)c2cccs2)cc1
 : -5	5	-30	13	0.9	-2	-51	130*	-0.1	105
> OCCN1CCN(CC(O)COCCOc2ccc(Br)cc2)CC1 (configuration not stated)
 : 7	-12	-5	8	1.1	-1	24	105	-0.1	105
> CCNc1cc(Cl)nc(SC)n1
 : 1	5	3	5	0.9	16	-15	97	-0.1	94
> COc1ccc(CC(=O)Nc2nc(-c3cccc([N+](=O)[O-])c3)cs2)cc1
 : 2	13	2	2	0.9	7	-3	98	-0.3	94
> C/C(=N\N=C1/NC(=O)C(C)S1)c1ccco1 (configuration not stated)
 : -6	11	-3	11	0.9	10	9	103	-0.2	99
> OCC1(Cc2ccccc2)CCN(Cc2ccccn2)CC1
 : 17	19	-7	7	0.8	-5	6	105	-0.4	107
> Cc1ccc(C(=O)N2CCN3C(=O)c4ccccc4C23c2ccccc2)cc1 (configuration not stated)
 : -11	8	5	10	0.9	-60	-1	94	-0.2	159*
> CC(C)c1ccc(NC(=S)N(C)CCc2ccccn2)cc1
 : -4	-2	3	10	1	9	-20	96	-0.1	96
> CCc1ccc(NC(=O)CN(c2ccc3c(c2)OCO3)S(=O)(=O)c2c(C)noc2C)cc1
 : 2	9	0	3	0.9	11	1	100	-0.3	98
> Cc1ccc(S(=O)(=O)NC2c3cccc4cccc(c34)C2Sc2nncn2C)cc1 (configuration not stated)
 : -4	6	5	10	0.9	-4	-8	95	-0.1	106
> O=C(O)C1CCCCC1C(=O)NCCCc1ccccc1 (configuration not stated)
 : 9	14	0	-4	0.9	1	2	100	-0.3	101
> Cc1cc(C)cc(NC(=O)c2cccn2-c2ncc(C(F)(F)F)cc2Cl)c1
 : 7	24	-5	7	0.8	-2	9	105	-0.1	107
> COCCn1c(=S)[nH]c2cc(C(=O)N3CCN(c4ccc(F)cc4)CC3)ccc2c1=O
 : 6	14	-1	0	0.9	7	-2	100	0.7	98
> O=C(O)c1cccc(Nc2nc(-c3cccnc3)nc3ccccc23)c1
 : 2	15	-8	-8	0.9	-4	-4	107	-0.1	105
> O=C(Nc1ccncc1)c1ccc(C(=O)Nc2ccncc2)cc1
 : 2	-2	2	-4	1	5	-22	100	0.0	100
> CC(C)N(C(=O)Cc1ccccc1[N+](=O)[O-])C(C)C
 : 8	13	9	-2	0.9	6	1	90	0.2	99

# More structures:
# Each structure is followed by: TLR4 MyD88 comp	Diaphorase inh	STAT1 inh	G6PDH CS	Diaph act CS	STAT3 inh	APP 5UTR inh	STAT1 act	Hsp70 act	STAT3 act
> CC(=O)Nc1cc(S(=O)(=O)Nc2ccccc2C)c(C)cc1C
 : -19	-6	8	5	1.1	16	-6	86	0.0	94
> Cn1c(=O)c2c(nc(SCCCC#N)n2Cc2c(F)cccc2Cl)n(C)c1=O
 : -10	17	-8	-29	0.8	12	-3	107	0.0	94
> O=C(NCCc1ccccc1)c1cc(-c2ccc3c(c2)OCO3)on1
 : 0	8	-3	3	0.9	16	-2	103	0.1	90
> COC(=O)c1ccc(CN2C(=O)c3ccccc3S2(=O)=O)cc1
 : 4	11	3	3	0.9	12	-6	98	-0.2	95
> Cc1ccc(S(=O)(=O)N(CC(=O)Nc2ccc(Cl)c([N+](=O)[O-])c2)C2CCCCC2)cc1
 : -2	9	-1	6	0.9	-13	-2	101	-0.5	107
> C=CCn1c(N)c(C(=O)Nc2ccc(C)cc2)sc1=S
 : -8	7	-34	6	0.9	14	8	131*	-0.2	89
> CCN1CCN(C(=O)c2cc(-c3cccnc3)nc3ccc(Br)cc23)CC1
 : -7	10	-9	5	0.9	2	-19	108	-0.4	101
> O=C(c1ccco1)N1CCN(C(=O)c2oc(=O)c3ccccc3c2-c2ccccc2)CC1
 : -10	19	-3	2	0.8	2	11	102	-0.1	102
> Cc1cc(C)c(OCC(O)CN2CCN(c3ccccn3)CC2)c(C)c1 (configuration not stated)
 : 6	-5	-6	-2	1	4	-12	102	-0.3	101

# Screening data as filed in PubChem BioAssay.
